# Screens (PubChem)
# DNA FID counter: fluorescent intercalator displacement, NS3 helicase counter-screen | DNA fluorescent intercalator displacement, fluorescence | inhibition, % at 7.9 µM | 290,000 compounds, 0.17% hits; in the data active = inhibition above about 37%;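 also: 0% = vehicle and 100% = reference compound; higher means more ethidium bromide displaced from hairpin DNA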
# IDE act: IDE (human) activation, cell-based | P14735 | HEK cells, FAbeta-B cleavage, fluorescence polarization; 0% vehicle, 100% cell-free pure enzyme wells | activation, % at 5.96 µM | 340,000 compounds, 0.073% hits;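 active = activation above the mean of all tested compounds plus 3 SD, set per screening campaign, cut at about 17% in these data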
# Target sequence (P14735 whole entry, looked up): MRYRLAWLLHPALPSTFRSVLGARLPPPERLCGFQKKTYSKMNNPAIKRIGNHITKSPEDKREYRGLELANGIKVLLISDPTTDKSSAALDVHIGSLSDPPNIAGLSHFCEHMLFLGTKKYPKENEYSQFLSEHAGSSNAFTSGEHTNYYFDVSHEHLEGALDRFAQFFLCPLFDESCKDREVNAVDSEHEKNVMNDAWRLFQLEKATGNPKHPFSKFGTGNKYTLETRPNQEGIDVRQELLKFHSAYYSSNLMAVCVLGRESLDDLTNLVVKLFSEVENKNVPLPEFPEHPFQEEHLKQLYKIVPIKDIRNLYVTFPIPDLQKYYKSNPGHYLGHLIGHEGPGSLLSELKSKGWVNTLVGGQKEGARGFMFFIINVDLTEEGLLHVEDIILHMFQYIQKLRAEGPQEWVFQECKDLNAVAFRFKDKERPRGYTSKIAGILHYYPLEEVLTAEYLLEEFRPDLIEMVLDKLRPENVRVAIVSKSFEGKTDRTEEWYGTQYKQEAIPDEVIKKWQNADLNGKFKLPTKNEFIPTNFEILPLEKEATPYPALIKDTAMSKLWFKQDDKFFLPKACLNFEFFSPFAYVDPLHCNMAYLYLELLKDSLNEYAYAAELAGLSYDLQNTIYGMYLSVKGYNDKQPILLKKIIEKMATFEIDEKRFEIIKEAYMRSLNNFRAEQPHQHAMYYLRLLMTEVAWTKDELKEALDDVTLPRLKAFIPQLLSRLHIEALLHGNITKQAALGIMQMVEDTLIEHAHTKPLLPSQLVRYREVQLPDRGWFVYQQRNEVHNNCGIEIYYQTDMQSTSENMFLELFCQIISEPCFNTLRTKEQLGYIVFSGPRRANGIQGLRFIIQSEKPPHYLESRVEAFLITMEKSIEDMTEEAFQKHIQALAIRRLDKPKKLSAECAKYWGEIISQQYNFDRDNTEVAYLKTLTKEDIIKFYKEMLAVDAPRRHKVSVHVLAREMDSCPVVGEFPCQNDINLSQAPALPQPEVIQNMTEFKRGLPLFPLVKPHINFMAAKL
# UBC9 SUMO inh: SUMOylation inhibition. P63279. HTRF SUMOylation assay, SAE1/SAE2 + UBC9, in vitro. inhibition, % at 35 µM. 290,000 compounds, 0.36% hits. AID 2006; in the data active = inhibition above about 50%, passing the limit was not always enough; also: strong numbers were not always called active
# pCIP destab: p/CIP protein destabilization | F442A p/CIP-EGFP cells, EGFP fluorescence, 16 h | decrease of EGFP signal, % at 10 µM | 290,000 compounds, 0.01% hits | AID 1984;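 active = EGFP signal decrease of at least 30% at 10 µM or well 3 SD below plate mean, unless failing retest; inactive = the rest, including hits failing retest or dose response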; also: some compounds called inactive have numbers as strong as hits; many of its hits are not listed in these tables
# M18AAP inhibitor: blocks P. falciparum M18 aspartyl aminopeptidase. recombinant PfM18AAP, H-Glu-NHMec fluorogenic cleavage. inhibition, % at 7.35 µM. 290,000 compounds, 1.2% hits;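 active = inhibition above the campaign mean inhibition over all tested compounds plus 3 SD, cut at about 28% in these data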;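 also: 0% = plate median of test compound wells and 100% = 2 mM ZnCl2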
# VIM-2 inh: blocks Pseudomonas aeruginosa VIM-2 metallo-beta-lactamase. purified VIM-2, nitrocefin hydrolysis, epi-absorbance fluorescence. inhibition, % at 5.6 µM. 290,000 compounds, 0.89% hits. AID 1527;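 active = inhibition above the mean of all tested compounds plus 3 SD, cutoff set per screening run, cut at about 7.5% in these data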;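 also: red hydrolysis product quenches plate fluorescence so inhibitors raise well fluorescence; 0% = enzyme with DMSO and 100% = DMSO without enzyme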
# IMP-1 inh: inhibitors of Pseudomonas aeruginosa IMP-1 metallo-beta-lactamase | purified IMP-1, nitrocefin hydrolysis, epi-absorbance fluorescence | inhibition, % at 5.6 µM | 290,000 compounds, 0.45% hits | AID 1556;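 active = inhibition above the mean plus 3 SD of all compounds in the same screening run, cut at about 4.5% in these data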;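 also: 0% = IMP-1 with DMSO and 100% = DMSO wells lacking enzyme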
#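 System: purified recombinant IMP-1 beta-lactamase. Medium: Zinc- and detergent-supplemented HEPES buffer, pH 7.1. Compound: one 5.6 µM dose […]. Schedule: 15 min preincubation plus 25 min reaction at 25 °C. Technique: Epi-absorbance fluorescence, 480 nm excitation, 530 nm emission.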
# IDE inh: inhibitors of human insulin-degrading enzyme in cells. P14735. HEK cells, FAbetaB cleavage, fluorescence polarization. inhibition, % at 5.59 µM. 320,000 compounds, 0.41% hits. AID 434962;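 active = percent inhibition above the average of all tested compounds plus 3 SD, set per screening campaign, cut at about 16% in these data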;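 also: IDE supplied by intact live HEK cells; FP after avidin binding of uncleaved biotin substrate so inhibition keeps polarization high; 0% = DMSO wells and 100% = 60 µM reference IDE inhibitor Ii1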
# HCV NS3 hel inh: blocks Hepatitis C virus NS3 helicase unwinding | NS3 helicase DNA unwinding, Cy5 molecular beacon fluorescence | inhibition, % at 10.9 µM | 290,000 compounds, 0.56% hits;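 active = inhibition above the mean of all tested compounds plus 3 SD, set per campaign, cut at about 35% in these data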;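 also: 0% = DMSO wells and 100% = thioflavine S control wells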
#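 test system = hepatitis C virus NS3 helicase domain fragment enzyme | reagent = annealed dual-labelled DNA beacon duplex, ATP-started | times = 1 h at 25 °C | detection = Cy5 fluorescence, 0 and 60 min reads | read-out basis = percent inhibition from t60/t0 fluorescence ratio | control set = DMSO and thioflavine S | replication = one well per compound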
# * marks the source's active call; other numbers are inactive results; . = no result given. Not a hit list. Share with any hit: about 3.6%.
Structure,VIM-2 inh,IDE inh,DNA FID counter,M18AAP inhibitor,pCIP destab,UBC9 SUMO inh,HCV NS3 hel inh,IDE act,IMP-1 inh
CS(=O)(=O)N(CC(=O)N/N=C/c1cc2c(cc1Br)OCO2)c1ccccc1Br,0.4,6,-11,6,-8,-1,-5,3,-2.8
Cc1nc2c(-c3ccccc3)c(C)[nH]n2c(=O)c1Cl,0.1,2,-1,-9,-7,16,-2,1,-4.1
CCc1ccc(N2CN(Cc3ccco3)CNC2=S)cc1,1.1,5,-11,-7,-7,8,-1,4,-1.6
COc1ccc(N2C(=O)CC(c3ccccc3)C2=O)cc1 (stereo not given),-1.9,1,-5,6,-7,6,-19,0,-4.3
O=C(Nc1cccc(-c2nc3ccccc3s2)c1)c1cccs1,0.0,5,-2,-6,4,-14,-1,0,-1.7
O=C(c1ccc(O)cc1)c1ccc(Cl)cc1,-3.3,2,1,-1,3,-3,8,2,-2.4
CCOC(=O)c1csc(NC(=O)C2CCCCC2)n1,-2.8,0,-7,-1,6,-11,-3,9,-1.8
O=C(NC(=O)c1ccc(F)cc1F)Nc1ccc(Cl)cc1,-2.7,-1,1,4,4,-10,-4,6,-3.6
CSc1ccc(CN2CCC(N3CC(C)OC(C)C3)CC2)cc1 (stereo not given),-0.8,-1,5,-4,-6,17,-8,1,0.9
O=C(c1nn2c(C(F)(F)F)cc(-c3ccc(F)cc3)nc2c1Cl)N1CCOCC1,1.2,1,2,2,-4,1,5,1,-1.7
CC(C)(C)c1ccc(C(=O)Nc2ccc(O)c3c(=O)cc(-c4cccc(Cl)c4)oc23)cc1,.,0,.,.,-6,-10,.,-1,.
O=NNc1nc2ccccc2n1Cc1ccccc1,-4.1,6,-6,11,4,10,-8,-1,-3.5
Brc1cc(Br)cc(CN2CCSCC2)c1,-0.4,-9,-2,-9,-17,-7,-5,.,0.1
CCOC(=O)C1=C(C)NC(=O)NC1c1cc(Br)c(O)c(OC)c1 (stereo not given),-2.4,8,-7,8,2,-4,4,-4,-2.5
O=C(c1ccco1)N1CCN(C(c2cccs2)c2nnnn2C2CCCC2)CC1 (stereo not given),-0.3,4,-21,-3,3,6,1,0,0.1
Cc1cccc(CN2CCC(N3CC(C)OC(C)C3)CC2)c1 (stereo not given),1.6,2,8,-6,4,14,0,0,2.8
Cc1ccc(S(=O)(=O)c2nc(-c3ccccc3)oc2NCc2cccnc2)cc1,-2.7,-6,-30,-6,-2,8,-17,-2,0.7
O=C(NCC1CCCCC1)c1ccc([N+](=O)[O-])cc1,-1.6,2,2,0,-8,11,6,2,-2.2
Cc1csc2c(N3CCC(C(=O)O)CC3)ncnc12,-1.6,-1,-2,-2,-3,6,-4,0,-2.6
O=C(NCCOc1ccccc1)c1ccccc1[N+](=O)[O-],-2.7,1,-2,4,4,17,3,5,-2.8

# Single records (already shown).
# `O=C(NC(=O)c1ccc(F)cc1F)Nc1ccc(Cl)cc1` across the screens: VIM-2 inh: -2.7; IDE inh: -1; DNA FID counter: 1; M18AAP inhibitor: 4; pCIP destab: 4; UBC9 SUMO inh: -10; HCV NS3 hel inh: -4; IDE act: 6; IMP-1 inh: -3.6
# `CS(=O)(=O)N(CC(=O)N/N=C/c1cc2c(cc1Br)OCO2)c1ccccc1Br` across the screens: VIM-2 inh: 0.4; IDE inh: 6; DNA FID counter: -11; M18AAP inhibitor: 6; pCIP destab: -8; UBC9 SUMO inh: -1; HCV NS3 hel inh: -5; IDE act: 3; IMP-1 inh: -2.8

# Further entries follow:
Structure,VIM-2 inh,IDE inh,DNA FID counter,M18AAP inhibitor,pCIP destab,UBC9 SUMO inh,HCV NS3 hel inh,IDE act,IMP-1 inh
CC1(c2ccc3ccccc3c2)NC(=O)N(CC(=O)Nc2cccc(S(=O)(=O)N3CCOCC3)c2)C1=O (stereo not given),-3.2,2,-22,-5,-8,-20,-5,2,-2.5
CCN(CC)S(=O)(=O)c1cccc(-c2nnc(SCc3nnc(-c4cccs4)o3)n2N)c1,-4.2,4,-24,4,3,3,9,4,-0.8
Cc1ccc(OCCC(=O)NCCc2ccc(S(N)(=O)=O)cc2)cc1,-5.2,3,-4,1,1,-3,-8,4,-2.5
COc1ccc(S(=O)(=O)N2CCN(CC3CC=CCC3)CC2)cc1 (stereo not given),0.1,-4,-8,-2,-11,-4,-3,4,-2.0
Cn1c(=S)[nH]c2ccccc21,-1.8,-8,0,-10,-3,28,-2,3,-5.8
C=CCn1c(O)c(N=NC(=O)OC(C)(C)C)c2ccccc21,0.5,3,-6,1,3,-6,18,-1,-5.2
Fc1ccc(NC(=S)N/N=C/c2ccc(F)c(F)c2)c(F)c1,-2.4,4,-1,-1,-7,23,9,7,-7.4
CC1CCCC(NC(=O)CCS(=O)(=O)c2cc3c(cc2Cl)NC(=O)CO3)C1C (stereo not given),-3.4,3,-18,1,-3,10,2,6,-3.0
Cn1c(SCC(=O)NCc2ccccc2)nnc1-c1ccc(NC(=O)CCc2ccccc2)cc1,-0.2,3,-15,0,-10,16,-2,4,-1.5
Cc1cc(S(=O)(=O)N(Cc2ccccc2Cl)c2ccc3c(c2)CCC3)ccc1-n1cnnn1,-3.2,0,-3,0,3,-7,-12,4,-1.7
CCOC(=O)c1nnn(CC(=O)N2N=C(c3cc(C)ccc3C)CC2c2ccc(OC)cc2)c1C(=O)OCC (stereo not given),-0.8,-4,-36,7,-13,-13,-19,7,-1.4
O=[N+]([O-])c1ccc(CSc2nnc3ccccn23)cc1,-1.3,-3,-2,1,-7,8,9,2,-1.3
COc1ccccc1CNc1nc(SC)ncc1CO,-2.4,3,2,0,2,14,-10,-2,-1.2
Cc1cc(C(F)(F)F)c2c(N)c(C(=O)Nc3cc(C)on3)sc2n1,-1.7,2,-5,1,-21,42,1,3,2.5
O=C(CCCn1c(=O)[nH]c2cc(Cl)ccc2c1=O)NCCCN1CCCC1=O,-1.8,2,-5,-8,3,3,-3,-3,-7.7
O=S(=O)(c1ccccc1)N(C1=NCCS1)S(=O)(=O)c1ccccc1,-2.2,5,-1,-1,-5,16,-2,6,-1.4
O=C(O)CSCC(=O)Nc1cccc2ccccc12,-1.8,5,4,1,2,-4,-2,8,-2.0
Cc1oc(C(=O)O)cc1COc1ccc2c(C)cc(=O)oc2c1,-3.8,6,-10,-1,-21,14,5,-1,-3.6
Cc1cc(C)cc(Oc2coc3c(CN(C)C)c(O)ccc3c2=O)c1,-2.5,-1,4,-14,-7,51*,7,-1,-1.1
COc1cccc2cc(C(C)N(CCCN3CCOCC3)C(=S)Nc3ccccc3C)oc12 (stereo not given),-0.6,4,12,-7,-4,14,2,9,-1.5
CC(C)Cc1nnc(NC(=O)CS(=O)(=O)Cc2ccccc2)s1,-4.0,-2,-24,2,-22,7,24,3,-3.4
CC(C)(C)NC(=O)C(OC(=O)c1cccs1)c1ccc(F)cc1 (stereo not given),-2.1,-1,-12,-1,-20,1,-2,2,-3.4
O=C(Nc1ccc(S(=O)(=O)Nc2cnc3ccccc3n2)cc1)c1ccccc1Br,-1.3,11,-20,7,1,19,15,0,-1.2
O=C(N1CCCCC1)N1CCN(c2ccc(Cl)cc2)CC1,-2.2,1,-12,-13,-8,9,-1,-5,-0.8
Cc1ccc(N(CCC#N)C(=O)COC(=O)c2ccccn2)cc1,-1.3,-1,-13,-6,-13,14,-17,1,-0.3
CCCNC(=O)Cn1cnc2sc(C(=O)NCCCN3CCOCC3)c(C)c2c1=O,-0.7,0,-2,-5,0,0,5,0,-0.7
COc1ccc(C(=O)NCC(=O)OCc2ccc(F)cc2Cl)cc1OC,-0.1,2,-10,-10,3,4,-8,4,-1.5
COc1ccc2c(c1)Cc1sc(NC(C)=O)nc1-2,2.6,4,4,20,-6,65,19,2,11*
Cc1cc(OCc2cc(C(=O)N(C)Cc3ccccn3)no2)cc(C)c1Cl,-1.0,0,-47,0,-8,1,-18,8,-5.5
CCC(C)(C)n1nnnc1C(c1ccc2ncccc2c1)N1CCN2CCCC2C1 (stereo not given),0.1,-1,8,-12,-8,0,-8,4,1.2
COc1ccccc1NC(=O)CSc1nnc(C2CCCCC2)n1-c1ccccc1,-2.7,10,-43,1,-4,1,2,-3,-2.7
CC(C)C(C)NC(=O)COc1ccc([N+](=O)[O-])cc1Cl (stereo not given),0.3,-2,-11,10,2,0,9,1,0.3
S=C(NCCc1ccccn1)NC1CCCCC1,0.2,-2,0,-13,-2,7,1,4,0.4
O=C(NCc1ccccc1)C1=C[C@@H](c2ccc(C(F)(F)F)cc2)C[C@@H](OCc2ccc(CO)cc2)O1,-3.3,9,-20,-1,-8,-19,-1,8,-2.2
O=C1/C(=C/c2ccc(N3CCCC3)cc2)NC(=S)N1C1CC1,-3.2,90*,1,0,-20,17,-1,-89,-3.9
COCCN(C(=O)CCC(=O)Nc1cc(C)on1)C(C(=O)NC1CCCC1)c1ccccc1F (stereo not given),-2.0,6,-34,-1,-18,-4,3,5,-3.1
Cc1cc(C)n(-c2cc(=O)n(C)c(=O)n2C)n1,-3.0,8,3,9,0,11,5,-2,-1.7
Cc1nc(C)c(C(=O)C2=C(O)C(=O)N(CCN3CCOCC3)C2c2cccnc2)s1 (stereo not given),-3.5,6,2,-1,-2,14,-6,0,-2.1
O=[N+]([O-])c1ccc(N2CCNCC2)c(S(=O)(=O)N2CCOCC2)c1,-1.4,-2,1,3,-3,-6,6,-1,-1.6
COc1cc(CN(C)CCc2ccccn2)cc(OC)c1OC,-0.2,3,10,-1,-1,1,-3,3,-1.0
Brc1ccccc1-c1nnc(COc2cccc3cccnc23)o1,-3.0,2,-22,1,3,26,-5,3,2.5
Cc1cccc2cc(C3CC(c4ccco4)=NN3C(=O)CCC(=O)O)c(Cl)nc12 (stereo not given),-4.0,1,-35,2,-3,5,11,0,-2.6
CC(=O)Nc1ccc(NS(=O)(=O)c2c(Cl)cccc2Cl)cc1,-2.3,3,-1,3,-11,27,2,6,-3.4
CN(C)CCCN(C(=O)COc1ccccc1)c1nc2cc3c(cc2s1)OCO3,-1.1,6,34,7,-10,26,-26,6,0.8
COc1ccc(OC)c(-c2oc3ccccc3c(=O)c2O)c1,1.9,-1,-3,-2,4,19,-3,1,-0.7
CC[C@@H](C)[C@@H](C(=O)N1CCNCC1)n1cc(CCC(=O)O)nn1,-2.1,-3,0,3,1,-12,-1,5,-1.9
CN(C)CCCNc1c2c(nc3cc(-c4cccc(F)c4)nn13)CCC2,13*,-9,22,1,-39,22,-10,0,1.3
COc1cc(CNn2c(C)n[nH]c2=S)cc(Br)c1OCc1ccc(F)cc1,-4.3,-1,-39,8,7,-14,7,-3,-2.9
N#Cc1cc2ccccc2n2nnnc12,-1.3,0,-2,-2,-5,12,-3,3,-3.7
CCOc1cc(N2CCOCC2)c(OCC)cc1NC(=O)CN1CCCC(C)C1 (stereo not given),-0.9,-2,-10,-7,7,3,17,2,-0.9
COc1ccc(NC(=O)c2csc3c2CCCCC3)c(OC)c1,-2.2,4,-29,5,4,-13,-3,-1,-2.1
COc1ccc(CNc2oc(Cc3cccc4ccccc34)nc2C#N)cc1,-1.5,-3,-18,2,-3,-20,-14,-5,-1.4
